ROS inducer: ROS inducers in U2OS cancer cells, primary screen, cell-based, H2DCF-DA fluorescence | U2OS ROS induction | ROS induction (% of piperlongumine), % at 10 µM | 46,000 compounds, 2% hits | AID 624156, 2012; in the data active = ROS induction above about 79%, passing the limit was not always enough;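 note: 0% = DMSO vehicle median and 100% = reference compound median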
* hit, by the source's call.

Compound	ROS inducer
Cc1ccc(S(=O)(=O)Nc2ccc3c(c2)C(=O)N([C@H](C)CO)C[C@@H](C)[C@@H](CN(C)S(=O)(=O)c2cccs2)O3)cc1	0
O=C(NCc1ccccn1)C1CC(c2ccc(Cl)c(Cl)c2)=NO1 (stereo unspecified)	1
C[C@@H]1CN([C@H](C)CO)C(=O)c2cccc(NC(=O)Nc3ccccc3)c2O[C@H]1CN(C)CC1CC1	7
C[C@@H]1CN([C@H](C)CO)C(=O)c2cccc(NC(=O)NC3CCCCC3)c2O[C@H]1CN(C)Cc1ccncc1	1
COc1ccc(NC(=O)Nc2ccc3c(c2)CC(=O)N([C@H](C)CO)C[C@H](C)[C@H](CN(C)Cc2ccc4c(c2)OCO4)O3)cc1	3
COc1ccc(OC)c(S(=O)(=O)N2CCC(C(=O)Nc3ccc(Cl)cc3)CC2)c1	29
COc1ccc(NC(=O)Nc2cccc3c2O[C@H](CN(C)Cc2ccc(C(=O)Nc4ccccc4N)cc2)[C@H](C)CN([C@@H](C)CO)C3=O)cc1	14
S=C1NN=C(c2ccccc2)C(c2ccccc2)N1 (stereo unspecified)	-4
Cc1oc2c(c1C(=O)NCCCn1ccnc1)C(=O)c1ccccc1C2=O	53
COc1ccc(S(=O)(=O)Nc2ccc3c(c2)CC(=O)N([C@@H](C)CO)C[C@H](C)[C@@H](CN(C)C(=O)NC2CCCCC2)O3)cc1	-5
COc1cc(OC)c(/C=N/NC(=O)CCCCCCC(=O)Nc2ccccc2O)c(OC)c1	12
COc1ccc(S(=O)(=O)Nc2ccc3c(c2)C(=O)N([C@@H](C)CO)C[C@H](C)[C@@H](CN(C)Cc2ccc(C(F)(F)F)cc2)O3)cc1	31
C[C@H]1CN([C@@H](C)CO)C(=O)c2cc(NC(=O)c3ccncc3)ccc2O[C@H]1CN(C)Cc1ccc(C(=O)O)cc1	-3
C[C@H](CO)N1C[C@H](C)[C@H](CN(C)Cc2ccc3c(c2)OCO3)Oc2ccc(NC(=O)C3CCCCC3)cc2C1=O	8
COc1cc(-n2nnnc2SCC(=O)Nc2cccc(Cl)c2Cl)c(OC)cc1Cl	1
Cc1ccc(CN(C)C[C@H]2OCc3cnnn3CCCC(=O)N([C@H](C)CO)C[C@H]2C)cc1	5

Arranged by number of heavy atoms (lowest first): three of the compounds above.
Compound	ROS inducer
Cc1oc2c(c1C(=O)NCCCn1ccnc1)C(=O)c1ccccc1C2=O	53
Cc1ccc(CN(C)C[C@H]2OCc3cnnn3CCCC(=O)N([C@H](C)CO)C[C@H]2C)cc1	5
COc1cc(OC)c(/C=N/NC(=O)CCCCCCC(=O)Nc2ccccc2O)c(OC)c1	12

Additional compounds follow.
Compound	ROS inducer
Cc1ccc(C(=O)NCC2CCCO2)cc1C (stereo unspecified)	0
C=C(C)c1cccc(C(C)(C)NC(=O)Nc2ccc3c(c2)oc2ccccc23)c1	-8
NCCCCCNC(=O)[C@@H]1C[C@@H]2C(=O)N[C@@H](Cc3ccccc3)C(=O)N2[C@@H]1c1ccc(O)cc1	-5
C[C@@H]1CN([C@@H](C)CO)C(=O)c2cccc(NC(=O)c3nc4ccccc4s3)c2O[C@H]1CN(C)Cc1ccc(-c2ccccc2)cc1	15
Cc1cc(C)c(S(=O)(=O)/N=C2\SCCN2S(=O)(=O)c2c(C)cc(C)cc2C)c(C)c1	41
CCCN(C#N)c1nc(NC(C)C)nc(NC(C)C)n1	2
C[C@@H]1CN([C@H](C)CO)C(=O)Cc2cc(NC(=O)Cn3cnnn3)ccc2O[C@H]1CN(C)CC1CCCCC1	-4
C[C@@H]1CN([C@H](C)CO)C(=O)c2cccc(NC(=O)c3ccc(-c4nccs4)cc3)c2O[C@@H]1CN(C)C(=O)NC1CCCCC1	7
C[C@H]1CN([C@@H](C)CO)C(=O)c2cc(NC(=O)Nc3ccccc3)ccc2O[C@@H]1CN(C)Cc1ccc(Cl)c(Cl)c1	18
Cc1ccc(S[C@]2(C(=O)NCCCN(C)C)CC(=O)N(C3CCCCC3)[C@@H]2c2ccc(CO)cc2I)cc1	6
CC(C)NC(=O)Nc1ccc2c(c1)C(=O)N([C@H](C)CO)C[C@@H](C)[C@@H](CN(C)S(=O)(=O)c1cccs1)O2	-3
C[C@@H]1CN([C@@H](C)CO)C(=O)Cc2cc(NC(=O)Nc3ccc(F)cc3)ccc2O[C@@H]1CN(C)Cc1ccc(C(F)(F)F)cc1	26
C[C@H]1CN([C@@H](C)CO)C(=O)c2cc(NS(=O)(=O)c3ccc(F)cc3)ccc2O[C@H]1CN(C)Cc1ccc(-c2ccccc2)cc1	60
COc1ccc(NC(=O)N(C)C[C@H]2Oc3c(NS(=O)(=O)c4ccccc4)cccc3C(=O)N([C@@H](C)CO)C[C@H]2C)cc1	-7
O=[N+]([O-])c1cccc2c(Br)[nH]nc12	-8
C[C@@H]1CN([C@@H](C)CO)C(=O)c2cc(NC(=O)Nc3cccc4ccccc34)ccc2O[C@H]1CN(C)Cc1ccccc1	52
COc1ccc(Br)c(/C=N/NC(=O)c2ccc(C(=O)NO)cc2)c1	-14
C[C@H]1CN([C@@H](C)CO)C(=O)c2cc(NS(=O)(=O)c3ccccc3)ccc2O[C@H]1CN(C)C	5
CCCSc1nc(C)cc(=O)[nH]1	-11
COC(=O)c1c(NC(=O)COc2ccc(C(C)C)c(C)c2)sc2c1CCC2	-3
CCOC(=O)c1sc(SCC(=O)c2ccc(Cl)cc2Cl)nc1C	-8
CCc1ccc(OCC(=O)Nc2ccc(-c3nc4ccccc4o3)c(O)c2)cc1	-6
COc1ccc(N=c2cc(-c3ccc(OC)cc3)oc3ccc(O)cc23)cc1	193*
C[C@H](CO)N1C[C@H](C)[C@@H](CN(C)Cc2ccccc2)Oc2ccc(NC(=O)CCC(F)(F)F)cc2C1=O	-5

Part of the list above, as labelled records.
> Cc1ccc(S[C@]2(C(=O)NCCCN(C)C)CC(=O)N(C3CCCCC3)[C@@H]2c2ccc(CO)cc2I)cc1
  ROS inducer: 6

> C[C@@H]1CN([C@H](C)CO)C(=O)Cc2cc(NC(=O)Cn3cnnn3)ccc2O[C@H]1CN(C)CC1CCCCC1
  ROS inducer: -4

(list continues)
Compound	ROS inducer
O=C(COc1ccccc1C(=O)Nc1cccc(Cl)c1Cl)Nc1ccc(N2CCOCC2)c(Cl)c1	4
CCCOC(=O)c1ccc(NC(=O)/C=C/c2ccccc2)cc1	15
C[C@@H]1CN([C@H](C)CO)C(=O)Cc2cc(NC(=O)Nc3ccccc3)ccc2O[C@H]1CN(C)CC1CC1	-8
Cc1ccc(Nc2cc(C(=O)N3CC(C)CC(C)C3)c3ccccc3n2)cc1C (stereo unspecified)	38
C[C@H]1CN([C@@H](C)CO)C(=O)c2cccc(N(C)C)c2O[C@H]1CN(C)C(=O)Nc1ccccc1	-9
O=C(CCCCCC(=O)Nc1ccccc1O)N/N=C/c1ccc(Br)cc1	9
CCc1ccc(NC(=O)CSc2nnc(-c3ccc(Br)cc3)n2C)cc1	-5
CC(C)NC(=O)Nc1ccc2c(c1)C(=O)N([C@H](C)CO)C[C@H](C)[C@@H](CN(C)C(=O)Cc1ccccc1)OCCCC[C@@H](C)O2	30
COc1ccc(S(=O)(=O)Nc2ccc3c(c2)C(=O)N([C@@H](C)CO)C[C@@H](C)[C@@H](CN(C)S(=O)(=O)c2ccc(OC)cc2)O3)cc1	19
CC(CCC(=O)Nc1ccccc1)C(=O)O (stereo unspecified)	-5
Cc1ccc(C(=O)/C=C/Nc2ccc(C(F)(F)F)cc2)cc1	-5
C[C@H](CO)N1C[C@H](C)[C@H](CN(C)CC2CCCCC2)Oc2ccc(NC(=O)Nc3cccc4ccccc34)cc2C1=O	4
Cc1ccc(S(=O)(=O)N(C)C[C@@H]2Oc3ccc(NC(=O)Nc4ccc5c(c4)OCO5)cc3CC(=O)N([C@@H](C)CO)C[C@@H]2C)cc1	20
Cc1noc(C)c1NC(=O)N(C)C[C@H]1Oc2ccc(NS(C)(=O)=O)cc2CC(=O)N([C@@H](C)CO)C[C@@H]1C	-5
C[C@@H]1CN([C@H](C)CO)C(=O)Cc2cc(NC(=O)CCCCCC(=O)Nc3ccccc3N)ccc2O[C@@H]1CN(C)CC1CCCCC1	12
C[C@@H]1CN([C@@H](C)CO)C(=O)c2cc(NC(=O)CCCCCC(=O)Nc3ccccc3N)ccc2O[C@@H]1CN(C)Cc1ccc2c(c1)OCO2	-7
O=C(CCN1C(=O)c2ccccc2C1=O)Oc1c(-c2ccccc2)oc2ccccc2c1=O	-10
Cc1ncsc1CCSc1n[nH]c(=O)n1-c1ccccc1	-2
C[C@@H]1CN([C@@H](C)CO)C(=O)c2cccc(NC(=O)NC3CCCCC3)c2O[C@@H]1CN(C)CC1CCCCC1	1
C[C@@H]1CCCCO[C@@H](CN(C)C(=O)C2CCCCC2)[C@@H](C)CN([C@H](C)CO)C(=O)c2cc(NS(C)(=O)=O)ccc2O1	91*
C[C@H]1CN([C@@H](C)CO)C(=O)c2cccc(NC(=O)c3cnccn3)c2O[C@H]1CN(C)S(=O)(=O)c1cccs1	-1
O=C(NCC1CCCO1)c1ccc(Cn2c(=S)[nH]c3ccccc3c2=O)cc1 (stereo unspecified)	-1
CNC[C@@H]1Oc2ccc(NC(=O)Cc3ccccc3)cc2CC(=O)N([C@H](C)CO)C[C@H]1C	8
N#CCSC1=Nc2ccccc2C2=NC(CCC(=O)NCc3ccccc3)C(=O)N12 (stereo unspecified)	-5

As entered above.
Under ROS inducer, `C[C@@H]1CN([C@@H](C)CO)C(=O)c2cccc(NC(=O)c3nc4ccccc4s3)c2O[C@H]1CN(C)Cc1ccc(-c2ccccc2)cc1` has 15
Under ROS inducer, `C[C@@H]1CN([C@H](C)CO)C(=O)Cc2cc(NC(=O)Nc3ccccc3)ccc2O[C@H]1CN(C)CC1CC1` has -8

The list goes on.
Compound	ROS inducer
Cc1noc(C)c1S(=O)(=O)Nc1ccc2c(c1)C(=O)N([C@H](C)CO)C[C@H](C)[C@@H](CN(C)C(=O)Nc1ccccc1)O2	-4
C[C@@H]1CCCCO[C@H](CN(C)C(=O)Nc2ccc(F)cc2)[C@@H](C)CN([C@H](C)CO)C(=O)c2cc(NC(=O)Nc3ccc(F)cc3)ccc2O1	52
CC(Nc1nc2ccccc2n1C)c1cc(Cl)ccc1O (stereo unspecified)	-8
CC(C)(CSc1nnc(Nc2ccccc2)s1)NS(=O)(=O)c1ccc(Cl)cc1	-14
O=C(NO)c1cccc(C(=O)N/N=C/c2c[nH]c3ccccc23)c1	1
C[C@H](CO)N1C[C@H](C)[C@H](CN(C)C(=O)NC2CCCCC2)Oc2ccc(NC(=O)C3CC3)cc2CC1=O	4
COc1ccc(S(=O)(=O)N(C)C[C@H]2Oc3ccc(NC(=O)Nc4cccc5ccccc45)cc3CC(=O)N([C@H](C)CO)C[C@H]2C)cc1	11
COc1ccc(NC(=O)c2ccco2)cc1NC(=S)NC(=O)c1cc2ccccc2o1	36
Cc1cc2nc(-c3ccc(NC(=O)COc4ccccc4[N+](=O)[O-])cc3)oc2cc1C	31
Cc1ccccc1NC(=O)CSc1nc(N2CCCCC2)nc(N2CCCCC2)n1	7
O=C1C2=C(NC(=S)NC2c2ccccc2)c2ccccc21 (stereo unspecified)	7
Cn1c(Cc2ccsc2)nnc1Sc1nc2ccc(Cl)cc2s1	-6
CS(=O)(=O)N(CC(=O)Nc1ccc(F)cc1)c1ccccc1Br	-13
C[C@H]1CN([C@@H](C)CO)C(=O)c2cc(NC(=O)NC3CCCCC3)ccc2O[C@H]1CN(C)S(=O)(=O)c1cn(C)cn1	1
Cc1ccc(S(=O)(=O)N(C)C[C@@H]2Oc3ccc(NC(=O)Nc4cccc5ccccc45)cc3C(=O)N([C@@H](C)CO)C[C@@H]2C)cc1	-7
CCN(CCCn1c(=S)[nH]c2cc3c(cc2c1=O)OCO3)c1cccc(C)c1	-16
Cc1ccc2nc(-c3ccc(NC(=O)Cn4nc([N+](=O)[O-])c(Cl)c4C)cc3)sc2c1	-3
O=C(CCCCCCC(=O)Nc1ccccc1O)N/N=C/c1ccco1	42
C[C@@H]1CN([C@@H](C)CO)C(=O)c2cccc(NC(=O)c3ccc(-c4nccs4)cc3)c2O[C@@H]1CN(C)S(=O)(=O)c1cccs1	29
COc1cc(/C=N/NC(=O)c2cccc(C(=O)NO)c2)ccc1O	60
OCCCNc1nc(-c2ccccc2Cl)c2cc(Br)ccc2n1	-5
O=C(c1ccco1)N1CCN(Cc2cccnc2)CC1	-11
CC(C)(C)c1ccc(NC(=S)NCc2cccnc2)cc1	-13
C[C@@H]1CN([C@H](C)CO)C(=O)c2cc(NC(=O)Cn3cnnn3)ccc2O[C@@H]1CN(C)C(=O)Nc1ccc(C(F)(F)F)cc1	0
C[C@@H]1CN([C@H](C)CO)C(=O)Cc2cc(NS(=O)(=O)c3cn(C)cn3)ccc2O[C@H]1CN(C)Cc1ccc(C(=O)Nc2ccccc2N)cc1	57
C[C@@H]1CN([C@H](C)CO)C(=O)CCCn2nncc2CO[C@@H]1CN(C)C(=O)Cc1ccccc1	-3
Cc1ccc(C)c(NC(=O)CN(c2ccc(F)c(Cl)c2)S(C)(=O)=O)c1	-10
COc1ccc(S(=O)(=O)Nc2cccc3c2O[C@@H](CN(C)S(=O)(=O)c2cn(C)cn2)[C@@H](C)CN([C@@H](C)CO)C3=O)cc1	-3
C[C@@H]1CN([C@H](C)CO)C(=O)c2cc(N(C)C)ccc2O[C@@H]1CN(C)S(=O)(=O)c1ccc(Cl)cc1	13
CCOc1cccc2cc(C(=O)Nc3nccs3)c(=Nc3cccc(C(F)(F)F)c3)oc12	-6
Cc1ccc(S(=O)(=O)Nc2ccc3c(c2)CC(=O)N([C@@H](C)CO)C[C@@H](C)[C@@H](CN(C)C)O3)cc1	-6
Clc1ccccc1COc1cccc(CNCc2cccnc2)c1	1
COC(=O)[C@@]1(Cc2ccccc2)N=C(c2ccc(OCCCO)cc2)O[C@H]1c1ccccc1CN=[N+]=[N-]	11
C[C@@H]1CN([C@H](C)CO)C(=O)c2cccc(NC(=O)C3CC3)c2O[C@H]1CN(C)Cc1ccncc1	4

Screens from PubChem.

A portion of the library, so the mix of outcomes need not match the whole.
